# XIAP displacement: XIAP antagonists, biochemical, IAP family, fluorescence polarization (AID 1018) | 200,000 tested, 0.007% active | XIAP BIR domain, fluorescence polarization peptide displacement; higher % means a stronger effect | one-dose displacement, % at 20 µM; IC50 in µM for titrated hits; in the data active = displacement above about 50%; note: a part of the inactive calls stands beside numbers as strong as those of hits
# SIAH1 antagonists: blockers of Siah-1 interaction with plectin peptide – biochemical, fluorescence polarization, rhodamine-plectin, uHTS, primary screen (AID 1817); Siah-1 / rhodamine-plectin peptide fluorescence polarization; higher % means a stronger effect; one-dose displacement, % at 20 µM; IC50 in µM for titrated hits; 290,000 tested, 0.02% active;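 active = displacement of at least 50% at 20 µM, with a fluorescence ratio check between 0.3 and a set limit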;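 note: plate controls were Siah plus tracer with DMSO for no effect and tracer alone without Siah for full effect; strong numbers were not always called active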
# human PMI inhibition: inhibitors of human PMI, primary screen, biochemical, fluorescence intensity, coupled assay (AID 1209); purified PMI enzyme, coupled fluorescence intensity; higher % means a stronger effect; one-dose inhibition, % at 20 µM; IC50 in µM for titrated hits; 190,000 tested, 0.42% active;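 note: plate controls were DMSO vehicle for no effect and wells lacking substrate for full effect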
# WT yeast gro inh: growth inhibition of WT yeast, mitochondrial fusion screen. 190,000 tested, 2.1% active. mitochondrial fusion phenotypic screen, WT strain. inhibition, % at 10 µM; in the data active = inhibition above about 58%; tested in S. cerevisiae
# TNAP activators: human TNAP enzyme activators, primary screen, biochemical, luminescent, no phosphate acceptor, uHTS (AID 1001); purified TNAP, luminescent activation assay, no phosphate acceptor; higher activation fold means a stronger effect; one-dose activation fold at 20 µM; EC50 in µM for titrated hits; 200,000 tested, 0.03% active; in the data active = activation fold from about 3, or a potency from the dose series; inactive = the rest, 99 in 100 with activation fold below about 1.6; note: many of its hits are not listed in these tables
# PhoP inhibition: PhoP-dependent GFP reporter repression – Salmonella Typhimurium, primary screen (AID 1863); S. Typhimurium PhoP-regulated promoter GFP reporter, 4 h; higher % means a stronger effect; inhibition, % at 50 µM, or IC50 in µM where a hit was titrated; 300,000 tested, 0.16% active;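 active = inhibition over 29.93%, a cutoff 3 SD above the screen mean, later confirmed by dose response; inconclusive = inhibition over 29.93% but no dose response follow-up; inactive = inhibition at most 29.93% or unconfirmed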;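 note: 0% = low Mg2+ inducing control and 100% = high Mg2+ repressing control; strong numbers were not always called active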
# PMI inhibition: human PMI inhibitors, high substrate, primary screen, biochemical, fluorescence intensity, high mannose 6-phosphate (AID 1220) | one-dose inhibition, % at 20 µM; IC50 in µM for titrated hits | 190,000 tested, 0.66% active | recombinant PMI enzyme, coupled fluorescence intensity; higher % means a stronger effect
# RSV CPE inhibition: RSV antiviral activity via CPE protection, HEp-2 cells, primary 10 µM value included (AID 2391) | HEp-2 cells, RSV-induced CPE inhibition; higher % means a stronger effect | one-dose CPE inhibition, % at 10 µM; IC50 in µM for titrated hits | 310,000 tested, 0.13% active; in the data active = a potency from the dose series; inconclusive = CPE inhibition mostly from about 23% at the one dose, without a potency; inactive = the rest, 99 in 100 with CPE inhibition below about 21%; note: strong numbers were not always called active
# Myeloid diff MLP: compounds promoting myeloid differentiation; ER-HoxA9 myeloid progenitors, lysozyme-GFP differentiation, flow cytometry; calls only at 10 µM; 360,000 tested, 1% active;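 active = normalized GFP-positive differentiation at or above the plate's own cutoff, the solvent-only control mean plus 3 SD; inconclusive = no clear call, values can overlap the other calls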;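 note: cells exposed to compound for four days before flow analysis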
# WT yeast gro inh mutant strain: second read-out of WT yeast gro inh, no call of its own (marks repeat the call); inhibition, %; mitochondrial fusion phenotypic screen, mutant strain inhibition
# Myeloid diff MLP GFP+ MAC1+ %: recorded beside Myeloid diff MLP, whose call it bears; GFP+ MAC1+ double positive, %; measured here: differentiation confirmed by MAC1 staining
# * hit, by the source's call; i = inactive; ? = inconclusive; / = not tested or not shown. Cut-off read from the data, not from the text of the source, unless noted: active = inhibition above about 50%; inactive = the rest.
item	compound	XIAP displacement	SIAH1 antagonists	human PMI inhibition	WT yeast gro inh	WT yeast gro inh mutant strain	TNAP activators
1	O=C(OCc1nc2ccccc2s1)c1cc2ccccc2oc1=O	-4.2%	2%	1%	-9	-19	0.8
2	Cc1ccc(CNc2cc(-c3nn4c(C)nnc4s3)ccc2C)s1	-1.8%	-2%	20%	25	3	1.1
3	COc1cc2c(cc1OC)CN(C(=O)C1CCN(S(=O)(=O)c3ccccc3F)CC1)CC2	/	4%	/	/	/	/
4	O=C(O)Cc1sc(-c2ccccc2)nc1-c1ccccc1	-2.0%	-2%	0%	-9	0	1.1
5	CC(C)c1ccc(/C=c2\sc3nc(-c4ccncc4)nn3c2=O)cc1	-3.1%	-2%	13%	30	-3	1
6	CC(C)C[C@H](NC(=O)c1[nH]cnc1C(=O)Nc1ccc(CNC(=O)OC(C)(C)C)cc1)C(=O)OC(C)(C)C	/	-3%	/	/	/	/
7	COc1nc(C)nc2c1ccc1ccccc12	-2.7%	6%	-5%	12	11	1
8	COc1cccc(-n2nc(C#N)c(Cl)cc2=O)c1	-6.1%	2%	-27%	77*	76*	1.1
9	Cc1ncc([N+](=O)[O-])n1CC(=O)Nc1cccc(C(F)(F)F)c1	/	2%	/	/	/	/
10	C/C(=N\NC(=O)c1cccc(S(=O)(=O)N2CCCCC2)c1)c1ccc(C)o1	-3.6%	18%	9%	-18	7	1
11	O=C(COC(=O)CCC(=O)c1ccc(F)cc1)Nc1ccc(F)cc1F	-10%	-9%	-11%	-3	-9	1.1
12	O=C(NS(=O)(=O)Nc1ccc(Br)cn1)c1c[nH]c2ccccc12	/	0%	/	/	/	/
13	COc1ccccc1NC(=S)N1CCN(Cc2ccc3c(c2)OCO3)CC1	-5.0%	-3%	6%	16	17	1.1
14	CCC1SC2=NC(C)=C(C(=O)OCCOC)C(/C=C/c3ccccc3OC)N2C1=O (stereo not given)	-4.6%	-1%	9%	6	3	1
15	O=C(O)CCn1c(=O)c2ccccc2c2ccccc2c1=O	-2.5%	3%	9%	2	6	1.1

item	PhoP inhibition	PMI inhibition	RSV CPE inhibition	Myeloid diff MLP	Myeloid diff MLP GFP+ MAC1+ %
1	-13%	-10%	3.7%	/	/
2	-5%	18%	0.8%	i	1.8
3	-7%	/	2.4%	i	2.1
4	-6%	0%	0.8%	i	1.1
5	-8%	3%	-0.8%	i	0.6
6	-2%	/	-4.0%	i	0.0
7	5%	-5%	8.2%	i	1.3
8	18%	-14%	/	/	/
9	3%	/	3.5%	i	0.1
10	0%	17%	1.0%	i	0.8
11	9%	-5%	0.5%	i	1.0
12	-3%	/	0.7%	i	0.3
13	10%	4%	0.6%	i	0.3
14	1%	2%	6.8%	i	1.0
15	-3%	4%	1.5%	i	0.9

# Part of the list above in another layout:
[3] COc1cc2c(cc1OC)CN(C(=O)C1CCN(S(=O)(=O)c3ccccc3F)CC1)CC2
  XIAP displacement: /
  SIAH1 antagonists: 4%
  human PMI inhibition: /
  WT yeast gro inh: /
  WT yeast gro inh mutant strain: /
  TNAP activators: /
  PhoP inhibition: -7%
  PMI inhibition: /
  RSV CPE inhibition: 2.4%
  Myeloid diff MLP: i
  Myeloid diff MLP GFP+ MAC1+ %: 2.1

[5] CC(C)c1ccc(/C=c2\sc3nc(-c4ccncc4)nn3c2=O)cc1
  XIAP displacement: -3.1%
  SIAH1 antagonists: -2%
  human PMI inhibition: 13%
  WT yeast gro inh: 30
  WT yeast gro inh mutant strain: -3
  TNAP activators: 1
  PhoP inhibition: -8%
  PMI inhibition: 3%
  RSV CPE inhibition: -0.8%
  Myeloid diff MLP: i
  Myeloid diff MLP GFP+ MAC1+ %: 0.6

[10] C/C(=N\NC(=O)c1cccc(S(=O)(=O)N2CCCCC2)c1)c1ccc(C)o1
  XIAP displacement: -3.6%
  SIAH1 antagonists: 18%
  human PMI inhibition: 9%
  WT yeast gro inh: -18
  WT yeast gro inh mutant strain: 7
  TNAP activators: 1
  PhoP inhibition: 0%
  PMI inhibition: 17%
  RSV CPE inhibition: 1.0%
  Myeloid diff MLP: i
  Myeloid diff MLP GFP+ MAC1+ %: 0.8

# Following part.
item	compound	XIAP displacement	SIAH1 antagonists	human PMI inhibition	WT yeast gro inh	WT yeast gro inh mutant strain	TNAP activators
16	CNc1ccc(OC)cc1-n1cnc(-c2ccc([N+](=O)[O-])cc2)c1	/	-2%	/	/	/	/
17	Cc1cc(C)c(NC(=S)NC(CO)(CO)CO)c(C)c1	/	3%	/	/	/	/
18	Nc1ccc(Sc2cc(Cl)nc(N)n2)cc1	-7.9%	-2%	-1%	-11	-1	1
19	CCCCc1ccc(N2C(=O)[C@@H]3C(CC(N)=O)NC4(C(=O)Nc5ccc(F)cc54)[C@@H]3C2=O)cc1 (stereo not given in full)	-6.0%	-3%	-3%	10	-4	1
20	COc1ccc(C2CN=NC23CCCc2ccccc2C3=O)cc1 (stereo not given)	-10%	-2%	3%	2	13	1.1
21	O=C(NCc1ccco1)C1CCCN1C(=O)Nc1cccc(Cl)c1 (stereo not given)	-9.3%	2%	8%	-4	-8	1.1
22	Clc1cccc(CSc2nnc([C@@H]3CCCN3)o2)c1	-1.6%	0%	-14%	-1	-11	1
23	NC(=O)N/N=C/c1cn(-c2ccccc2)nc1-c1ccccc1	-6.8%	-1%	4%	9	14	1
24	Cc1ccc(C(=O)N/C(=C\c2cn(S(=O)(=O)N(C)C)c3ccccc23)C(=O)N2CCCC2)cc1	/	-3%	/	/	/	/
25	CCC(=O)N/N=C/c1ccc(OS(=O)(=O)c2ccccc2)cc1	-11%	3%	10%	-3	-10	1
26	Cn1c(=O)cc(SCC(=O)N2CCN(c3ccccn3)CC2)c2ccccc21	-6.4%	0%	-2%	14	8	1.1
27	COCCNC(=O)c1cn(C)c2ccc(S(=O)(=O)N(C)C3CCCCC3)cc2c1=O	-5.2%	0%	-4%	-3	-3	0.9
28	NC(=O)c1ccc(NC(=O)COC(=O)C2CC(=O)N(Cc3ccccc3)C2)cc1 (stereo not given)	-5.0%	2%	-10%	-2	-4	1.1
29	O=S(=O)(Nc1cccnc1)c1cccc(C(F)(F)F)c1	-6.0%	4%	-3%	4	12	1
30	Cc1ccc(-n2cc(C(=O)c3ccc(F)cc3)nn2)cc1Cl	0.1%	1%	-6%	68*	-3.5*	1.2

item	PhoP inhibition	PMI inhibition	RSV CPE inhibition	Myeloid diff MLP	Myeloid diff MLP GFP+ MAC1+ %
16	-6%	/	1.8%	i	0.3
17	4%	/	2.5%	i	0.4
18	14%	-7%	85%	/	/
19	3%	-5%	2.8%	i	8.0
20	4%	0%	4.4%	i	0.5
21	4%	10%	3.3%	i	0.2
22	20%	-8%	0.7%	i	0.0
23	-7%	4%	0.8%	i	0.7
24	-8%	/	3.2%	i	0.5
25	0%	3%	3.6%	i	0.5
26	7%	-1%	-1.1%	i	0.6
27	-5%	7%	-0.9%	i	1.4
28	2%	-5%	1.1%	i	0.2
29	0%	-5%	-0.6%	i	7.6
30	-3%	-9%	4.7%	i	0.1

# (cont.)
item	compound	XIAP displacement	SIAH1 antagonists	human PMI inhibition	WT yeast gro inh	WT yeast gro inh mutant strain	TNAP activators
31	COc1ccc(C2/C(=C(/O)c3ccc(OC(C)C)cc3)C(=O)C(=O)N2CCCN2CCOCC2)cc1 (stereo not given)	-9.5%	8%	-23%	-3	-15	1
32	CN1CCCC(C#CC(O)(c2ccccc2)c2ccccc2)C1 (stereo not given)	-3.9%	-6%	-5%	-19	-8	1.1
33	Cc1c(NC(=S)NC(=O)CSc2ccc(Cl)cc2)cccc1C(=O)O	/	5%	/	/	/	/
34	CSc1nnc(Cn2c(=O)sc3ccccc32)n1-c1ccccc1	-2.9%	4%	-5%	14	11	1.2
35	CC(=O)N1CCc2cc(S(=O)(=O)CCC(=O)N3CCC(C)CC3)ccc21	/	0%	/	/	/	/
36	CCN1CCN(c2ccc(S(=O)(=O)N3CCCCC3)cc2NC(=O)COc2ccc(Cl)c(C)c2)CC1	/	-6%	/	/	/	/
37	Cc1cc(=O)oc2c(C)c(OCC(=O)NCCc3ccc(S(N)(=O)=O)cc3)ccc12	/	-5%	/	/	/	/
38	CCN(CC)S(=O)(=O)c1ccc(C)c(NC(=O)COC(=O)[C@@H]2CCCN2C(=O)c2cccs2)c1	-7.1%	3%	4%	-7	-8	1
39	CNc1nc(C)c(C(C)=O)cc1C#N	-3.5%	-3%	2%	1	-12	1.1
40	O=C(Nc1ccccc1)N1CCC(O)(c2cccc(C(F)(F)F)c2)CC1	/	-7%	/	/	/	/
41	Cc1cc(S(=O)(=O)Nc2cccc([N+](=O)[O-])c2)c(C)s1	/	0%	/	/	/	/
42	c1ccc(-c2cn(C[C@H]3CC[C@@H]([C@@H]4CC[C@H](Cn5cc(-c6ccccn6)nn5)O4)O3)nn2)nc1	/	1%	/	/	/	/
43	CN(C)c1ccc2c(c1)OC(N)=C(C#N)C2c1cccc(F)c1 (stereo not given)	-4.2%	-1%	12%	7	-13	1
44	CC1=CN2C(=N)/C(=C/c3ccc(C)o3)C(=O)N=C2S1	-2.4%	-4%	7%	-9	-6	1.1
45	O=C(NCCc1ccccc1)C1CCC(Cn2c(=O)c3ccccc3n(Cc3cccnc3)c2=O)CC1 (stereo not given)	-17%	4%	-7%	-6	-23	1
46	CCCCc1cc(=O)oc2cc(C)cc(OCC(=O)NCc3ccccn3)c12	/	4%	/	/	/	/
47	c1ccc(-c2noc(C3CCC3)n2)nc1	/	1%	/	/	/	/
48	CCCCn1c(-c2nn(C)c(C)c2Cl)n[nH]c1=S	-0.8%	0%	13%	-4	5	0.7

item	PhoP inhibition	PMI inhibition	RSV CPE inhibition	Myeloid diff MLP	Myeloid diff MLP GFP+ MAC1+ %
31	-2%	-24%	0.6%	i	0.4
32	8%	-5%	-2.3%	i	0.3
33	3%	/	0.7%	i	3.9
34	9%	-5%	?	i	5.6
35	-4%	/	0.0%	i	0.0
36	0%	/	1.6%	i	8.9
37	-1%	/	0.5%	i	1.5
38	4%	5%	0.5%	i	0.1
39	0%	0%	0.3%	i	1.2
40	-6%	/	2.9%	i	0.9
41	-2%	/	-0.3%	i	0.9
42	-8%	/	3.9%	i	1.2
43	-10%	25%	-2.7%	?	/
44	-7%	-4%	0.9%	i	1.2
45	4%	-5%	7.6%	i	1.0
46	-7%	/	6.4%	i	0.5
47	1%	/	1.6%	i	0.2
48	-3%	12%	2.4%	i	0.3

# Some values from the results shown.
# COc1ccc(C2/C(=C(/O)c3ccc(OC(C)C)cc3)C(=O)C(=O)N2CCCN2CCOCC2)cc1 (stereo not given) in Myeloid diff MLP GFP+ MAC1+ % shows 0.4
# CN1CCCC(C#CC(O)(c2ccccc2)c2ccccc2)C1 (stereo not given) in PhoP inhibition shows 8%
# CC1=CN2C(=N)/C(=C/c3ccc(C)o3)C(=O)N=C2S1 in PMI inhibition shows -4%
# CCCCn1c(-c2nn(C)c(C)c2Cl)n[nH]c1=S in SIAH1 antagonists shows 0%
# c1ccc(-c2noc(C3CCC3)n2)nc1 in Myeloid diff MLP GFP+ MAC1+ % shows 0.2
# CCN1CCN(c2ccc(S(=O)(=O)N3CCCCC3)cc2NC(=O)COc2ccc(Cl)c(C)c2)CC1 in RSV CPE inhibition shows 1.6%
